Screening data (PubChem)
Cneo AK release = Cryptococcus neoformans cell lysis inducers, primary screen, AK release luminescence, single concentration. C. neoformans lysis, adenylate kinase release luminescence, 4 h; normalised: neutral wells 0, clomiphene wells 100. lysis activity, % at 15 µM. 360,000 compounds, 0.2% hits. AID 651654, 2012;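 active means mean lysis activity across replicates of at least 80%, whatever share of replicates individually reach that level; inactive means mean lysis activity below 80%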
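Test system: log-phase Cryptococcus neoformans yeast cells. Input: 5 × 10^6 yeast cells/mL. Medium: fresh YPD growth medium. Doses: single dose. Incubation: static 4 h at 37 °C with compound, 1 h detection. Measured by: luminescent adenylate kinase detection reagent. Read-out: signal increase indicating cell lysis. Benchmarks: Clomiphene.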
PglD DTNB = C. jejuni PglD acetyltransferase inhibitors, primary screen, biochemical, DTNB colorimetric, single point. purified PglD enzyme, DTNB colorimetric CoA detection. inhibition, % at 12.5 µM. 360,000 compounds, 0.098% hits; in the data active means inhibition above about 16%, passing the limit was not always enough; further: strong numbers were not always called active
C2C12 statin = suppressors of statin myotoxicity in C2C12 myotubes, primary screen, cell-based, single point, plate reader; rescue of ATP level, % at 7.49 µM; C2C12 myotubes + simvastatin, ATP luminescence, 48 h; scaled: DMSO 0, geranylgeraniol control 100; AID 602340, 2012; 330,000 compounds, 0.78% hits;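 active means mean ATP rescue above about 67%, or every replicate alone reaching that limit, limit read from the data, passing the limit was not always enough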;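 further: myotubes were challenged with 10 µM simvastatin during compound exposure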
* = called active by the depositor. A portion of the library, so the mix of outcomes need not match the whole.

entry | smiles | C2C12 statin | PglD DTNB | Cneo AK release
1 | COc1cc(NC(=O)c2cc3ccccc3o2)c(OC)cc1Br | -10 | 1 | -2
2 | COc1ccc(Cl)cc1NC(=O)CCNC(=O)Cn1ccc2ccccc2c1=O | 17 | 4 | 1
3 | CCOC(=O)C1=C(N)N(c2ccc(N3CCCCC3)cc2)C(=O)C1 | 4 | -6 | -1
4 | O=[N+]([O-])c1ccc(C(O)C[n+]2ccccc2)cc1 (centres undefined) | 15 | -2 | 0
5 | CC[C@]12C(=O)N(C)C[C@H]([C@@H]3C(=O)N(C)C(=O)[C@@H]31)N2C(=O)c1ccc(Cl)c(Cl)c1 | 7 | 1 | -2
6 | Cn1nnnc1SCSc1nnnn1C | 46 | -2 | 0
7 | COc1cc(OC)cc(C(=O)NC2CCN(CC(=O)Nc3cccc4ccccc34)CC2)c1 | 16 | 1 | 5
8 | Cc1ccc(NC(=O)C(=O)NC(C)C2COc3ccccc3O2)cc1 (centres undefined) | 14 | 1 | 7
9 | Cc1ccc2cc(CN(C(=O)c3ccco3)c3ccccc3C)c(=O)[nH]c2c1 | 26 | 3 | 5
10 | C=CCSc1nnc2c(n1)OC=Nc1ccc(Br)cc1-2 | 10 | 4 | 11
11 | CCOC(=O)c1sc(C)c2c(=O)n(CCCN3CCOCC3)cnc12 | 22 | -2 | 0
12 | O=c1[nH]c(CN2CCN(c3ccccc3O)CC2)nc2ccccc12 | 0 | 6 | 2
13 | COc1cc(-c2nc3ccccn3c2NCc2ccccc2)ccc1SC1CCCCC1 | 5 | -1 | 5
14 | Cc1cc(=O)n2nc(N3CCC(C(=O)NCCc4ccccc4)CC3)sc2n1 | -8 | 1 | -2
15 | CCS(=O)(=O)N1CCCC(C(=O)NCc2ccc3c(c2)OCO3)C1 (centres undefined) | 3 | 4 | 1

Entries by screen from the list.
Compounds 12–15 in Cneo AK release: 2, 5, -2, 1
Compounds 12–15 in C2C12 statin: 0, 5, -8, 3
Compounds 12–15 in PglD DTNB: 6, -1, 1, 4

Continued.
entry | smiles | C2C12 statin | PglD DTNB | Cneo AK release
16 | CCNc1nc(NCC)n2c(SCC(=O)Nc3cccc(Cl)c3)nnc2n1 | 8 | -7 | -2
17 | O=c1c(-c2c(O)cc(O)c3c2O[C@H](c2ccc(O)cc2)CC3)c(-c2ccc(O)cc2)oc2cc(O)cc(O)c12 | 0 | 5 | -5
18 | COc1cccc(C(=O)Nc2ncc3c(n2)CC(C)(C)CC3=O)c1 | 1 | 1 | -3
19 | CCOc1cc(N2CCOCC2)c(OCC)cc1NC(=O)COC(=O)[C@H](Cc1c[nH]c2ccccc12)NC(C)=O | -11 | 4 | -4
20 | Cc1ccc(-c2csc3n[nH]c(=S)n23)cc1 | 2 | -3 | 4
21 | O=C(Nc1ccccc1)Nc1nc(-c2ccc(F)c(F)c2)cs1 | -11 | -6 | 5
22 | COc1cc(CSc2nc(-c3ccccc3)cc(=O)[nH]2)cc(OC)c1 | 6 | 1 | 0
23 | COc1ccc(/C=C2\OC(=O)c3c(OC)cccc32)cc1OC | -27 | -7 | -2
24 | CC(C)(C)N1C(=O)c2ccc(C(=O)O)cc2C1=O | 4 | -5 | -18
25 | N=c1n(CCN2CCCCC2)c2ccccc2n1CC(O)c1cccc(Br)c1 (centres undefined) | -21 | 6 | 3
26 | CNc1nc(-c2ccc(Cl)cc2)cs1 | 4 | -6 | -5
27 | CN1C(=O)c2cc(NC(=O)c3ccccc3Cl)ccc2OC[C@@H]2O[C@@H](CC(=O)NCC(F)(F)F)CC[C@H]21 | 22 | 6 | 33
28 | COc1cc(-c2nnc(SCC3(c4ccccc4)OCCO3)o2)cc(OC)c1OC | 20 | 2 | 3
29 | CSCC[C@H](NC(=O)NCc1ccccc1F)C(=O)O | 2 | -2 | 1
30 | CC1(OC(=O)C2CCCC2)C(=O)C=C2C=C(c3ccsc3)N(Cc3ccco3)C=C2C1=O (centres undefined) | 8 | 3 | -3
31 | CCC1(C)Cc2c(sc3[nH]c(=S)n(Cc4ccccc4)c(=O)c23)CO1 (centres undefined) | 0 | 4 | -4
32 | Cc1n[nH]c(C)c1N1C(=O)c2cccc3c(Br)ccc(c23)C1=O | 12 | -5 | -1
33 | O=C(NC(Cc1ccccc1)C(=O)OCC(=O)N1CCc2ccccc21)c1ccco1 (centres undefined) | 7 | -2 | 0
34 | C#CC[N+](CC)(CC)CC#Cc1cccc(Cl)c1 | -35 | 1 | -1
35 | c1ccc2c(CNc3ccc(CNc4ncn[nH]4)cc3)cccc2c1 | 28 | -1 | 1
36 | CCN(CC)S(=O)(=O)c1cccc(C(=O)N2CC(O)CC2C(=O)O)c1 (centres undefined) | 4 | -90 | 0
37 | COC(=O)c1cc(S(=O)(=O)N2CCN(c3cccc(Cl)c3)CC2)c[nH]1 | 7 | 5 | 1
38 | COc1cccc2cc(C(C)N(CCCN3CCOCC3)C(=O)Nc3ccccc3)oc12 (centres undefined) | 14 | -5 | -7
39 | Fc1cc2ncn(Cc3ccccc3)c2cc1F | 19 | 2 | 1
40 | COc1ccc(-c2nnc(N(C)C(=O)C3CCOC3)s2)cc1 (centres undefined) | 7 | 1 | -3
41 | O[C@@H]1CN(C2CCCCC2)CC[C@H]1N1CCN(CCc2ccccc2)CC1 | -5 | 0 | 0
42 | CC(C)CNC(=O)c1nc(-c2ccccc2)n(-c2ccccc2)n1 | 39 | 4 | 1
43 | Cc1ccc(S(=O)(=O)/N=C(\c2ccc(F)cc2)n2c(C)nc3ccccc32)cc1 | -4 | 3 | 5
44 | Cc1ccc(NC(=O)Cn2cnc3c(cnn3C(C)(C)C)c2=O)cc1 | 9 | -3 | 7
45 | Cc1ccc(NC(=O)CCCn2c(=O)[nH]c3ccsc3c2=O)cc1 | -15 | 1 | 0

Full records as entered above.
Cc1ccc(NC(=O)Cn2cnc3c(cnn3C(C)(C)C)c2=O)cc1 is entered as C2C12 statin: 9; PglD DTNB: -3; Cneo AK release: 7
C#CC[N+](CC)(CC)CC#Cc1cccc(Cl)c1 is entered as C2C12 statin: -35; PglD DTNB: 1; Cneo AK release: -1

Following part.
entry | smiles | C2C12 statin | PglD DTNB | Cneo AK release
46 | COc1ccc2[nH]c(=O)c(-c3nnn(-c4ccc(Cl)nc4)n3)cc2c1 | 9 | 5 | 0
47 | CC(C)(C)NC(=O)c1cc(NC(=O)c2cccs2)cc(NC(=O)c2cccs2)c1 | -9 | -1 | 4
48 | Cc1cc(C)n(-c2cc(=O)n(C)c(=O)n2C)n1 | -8 | 6 | 0
49 | Cc1nc2cc(-c3cccc(F)c3)nn2c(N2CCN(C(=O)c3ccco3)CC2)c1C | -6 | 2 | 3
50 | CN1CCC(=NNC(=O)c2ccco2)CC1 | 4 | 3 | 1
51 | CC12CCC(C(=O)Nc3ccccc3N3CCOCC3)(CC1=O)C2(C)C (centres undefined) | 1 | -1 | 1
52 | N#CCCN1CCN(S(=O)(=O)c2ccc3c(c2)OCCCO3)CC1 | 5 | -1 | 22
53 | CCCCCc1c(C)nc(Nc2ccc(F)cc2)[nH]c1=O | -21 | -1 | 2
54 | COc1ccc2c(c1)C(=O)N1[C@H]3c4cc(Br)ccc4OC[C@@H]3[C@H](c3ccccc3)[C@]1(C)C(=O)N2 | -12 | -3 | 1
55 | O=C(CSCc1ccccc1)Nc1nccs1 | 3 | -1 | 0
56 | COCCCN1C(=O)C2C(C(=O)Nc3cccc(Cl)c3)C3C=CC2(O3)C1C(=O)NC1CCCCC1 (centres undefined) | 11 | 7 | -1
57 | CCN(CC(=O)NCc1cccs1)S(=O)(=O)c1ccc(C(C)C)cc1 | -2 | -2 | 4
58 | COc1cccc(C2C3(C#N)C(N)=NC(OC)(OC)C23C#N)c1 (centres undefined) | 1 | 0 | -1
59 | COc1ccc(N2CC(C)Cn3c2nc2c3c(=O)[nH]c(=O)n2C)cc1 (centres undefined) | 1 | 6 | 0
60 | Cc1cc(/C=N\O)c(C)n1-c1ccncc1 | -4 | 1 | 0
61 | CCC(=O)N1CCN(c2c(Cl)cccc2[N+](=O)[O-])CC1 | 9 | 7 | 3
62 | COC(=O)C1=C(C)Nc2ncnn2C1c1ccc(OCc2ccccc2)cc1 (centres undefined) | 3 | 0 | -8
63 | Cn1c(=O)n(C)c2cc(S(=O)(=O)NCCc3ccccc3)ccc21 | 3 | -1 | 0
64 | Cc1csc(NC(=O)CSc2ncnc3c2cnn3-c2ccccc2Cl)n1 | 9 | 5 | -3
65 | C=CCNC(=O)c1ccccc1NC(=O)c1ccccc1C | 16 | -1 | -1
66 | C=CCSC1=N/C(=C\C=C\c2ccco2)C(=O)S1 | 19 | -4 | 6
67 | COc1ccc2[nH]c(C(=O)N3CCC(Cc4ccccc4)CC3)cc2c1 | -23 | -2 | -2
68 | O=C(c1ccncc1)N1CCN(c2cccc(C(F)(F)F)c2)CC1 | 7 | -1 | 5
69 | CC(C)COC(=O)c1cc(=O)[nH]c2ccccc12 | 2 | 6 | 1
70 | CCCc1nnc(SCC(=O)Nc2ccc(OCC)cc2)n1N | 9 | -1 | 2
71 | O=C(O)COc1ccc(/C=C/C(=O)c2ccc3ccccc3c2)cc1 | -19 | 4 | -3
72 | O=C(/C=C\c1ccccc1)NCC(=O)N/N=C/c1ccc(O)cc1O | 4 | 4 | -1
73 | CCOC(=O)Cc1csc(NC(=O)c2ccc(NC(C)=O)cc2)n1 | 3 | 4 | -1
74 | Clc1cccc(NCc2nnc(SCc3ccc(Cl)cc3Cl)o2)c1 | 5 | 8 | 0
75 | CN(C(=O)COC(=O)c1cccc(S(=O)(=O)N2CCOCC2)c1)C1CCS(=O)(=O)C1 (centres undefined) | -1 | -5 | -1
76 | COC(=O)C1OC(OC2CC[C@]3(C)C(CC[C@@]4(C)[C@@H]3CC=C3[C@@H]5CC(C)(C)CC[C@]5(C(=O)OC5OC(CO)C(O)C(O)C5O)CC[C@]34C)C2(C)C)C(O)C(O)C1O[C@H]1OCC(O)C(O)C1O (some centres undefined) | -8 | 2 | 1
77 | CC(=O)c1cccc(-n2nnnc2SCC(=O)N2CCCC2)c1 | 1 | -3 | 2
78 | NC(=S)Nc1cnc2ccccc2c1 | -170 | -1 | 2
79 | CC1=C(C#N)C(c2ccoc2)C(C(=O)OCc2ccccc2)=C(N)S1 (centres undefined) | 33 | 2 | 2
80 | CCCc1nc2ccccc2c(=O)n1/N=C/c1ccc(O)c(O)c1 | -1 | 0 | 4
81 | Cc1oc2nc(SCC(=O)NCc3cccnc3)nc(N)c2c1C | -1 | 4 | 2
82 | O=C(CSc1ncnc2c1nnn2Cc1ccccc1F)N1CCN(c2ccccc2)CC1 | 21 | 4 | -1
83 | CC(C)(C)n1ncc2c(=O)n(CC(=O)NC3CCCCC3)cnc21 | 9 | -3 | 2
84 | O=C(c1ccc(-n2cnnn2)cc1)N1CCOCC1 | 18 | -1 | -2
85 | COc1ccc(NS(=O)(=O)c2cc(OC)ccc2NC(=O)c2cc(C)oc2C)cc1 | 9 | 3 | -5
86 | CC(C)C[C@H]1CN=C(Nc2ccccc2)N1CC1CCC(C(C)(C)C)CC1 (some centres undefined) | -11 | 2 | 16
87 | CCNc1nc(Oc2ccc(=O)n(-c3ccccc3)n2)nc(N(C)C)n1 | 13 | 1 | 1
88 | Cc1ccc2cc(CN(CCN3CCCC3)C(=O)Nc3ccccc3)c(=O)[nH]c2c1C | 26 | 5 | 3
89 | Cc1cc(NC(=O)c2cc3nc(C4CC4)cc(C(F)(F)F)n3n2)no1 | 5 | 7 | 0
90 | COC(=O)CSc1cnc2ccccc2n1 | 3 | -1 | 2
91 | O=C(/C=C/c1ccco1)Nc1ccc(Oc2ccc(Cl)cc2)cc1 | -7 | 7 | -4
92 | Cc1cc2nc3c(c(=O)n2[nH]1)CCCC3 | -30 | 1 | 1
93 | CN(Cc1ccccc1)C(=O)COc1cc(Cl)ccc1Cl | 3 | 0 | -1
94 | O=C(CN(C1CCCCC1)S(=O)(=O)c1ccccc1)NCc1cccnc1 | 14 | -3 | 3
95 | CCCOC(=O)c1ccc(Oc2cn[nH]c2-c2ccc(OC)cc2O)cc1 | -2 | -1 | -4
96 | COc1cccc(-c2nc(N3CCN(c4ccccc4)CC3)c3ccccc3n2)c1O | 21 | 3 | -2

Of the compounds above, 10 contain fluorine:
entry | smiles | C2C12 statin | PglD DTNB | Cneo AK release
21 | O=C(Nc1ccccc1)Nc1nc(-c2ccc(F)c(F)c2)cs1 | -11 | -6 | 5
27 | CN1C(=O)c2cc(NC(=O)c3ccccc3Cl)ccc2OC[C@@H]2O[C@@H](CC(=O)NCC(F)(F)F)CC[C@H]21 | 22 | 6 | 33
29 | CSCC[C@H](NC(=O)NCc1ccccc1F)C(=O)O | 2 | -2 | 1
39 | Fc1cc2ncn(Cc3ccccc3)c2cc1F | 19 | 2 | 1
43 | Cc1ccc(S(=O)(=O)/N=C(\c2ccc(F)cc2)n2c(C)nc3ccccc32)cc1 | -4 | 3 | 5
49 | Cc1nc2cc(-c3cccc(F)c3)nn2c(N2CCN(C(=O)c3ccco3)CC2)c1C | -6 | 2 | 3
53 | CCCCCc1c(C)nc(Nc2ccc(F)cc2)[nH]c1=O | -21 | -1 | 2
68 | O=C(c1ccncc1)N1CCN(c2cccc(C(F)(F)F)c2)CC1 | 7 | -1 | 5
82 | O=C(CSc1ncnc2c1nnn2Cc1ccccc1F)N1CCN(c2ccccc2)CC1 | 21 | 4 | -1
89 | Cc1cc(NC(=O)c2cc3nc(C4CC4)cc(C(F)(F)F)n3n2)no1 | 5 | 7 | 0
